MT1-MMP act inh: blockers of MT1-MMP proenzyme processing, primary screen, HT1080 RFP-PRO-GFP cells, GFP/RFP fluorescence; GFP/RFP ratio change, % at 20 µM; actives 0.061% (n = 360,000); AID 651647, 2012; Matrix metalloproteinase-14 (Homo sapiens), P50281; GFP/RFP ratio fluorescence, overnight; percent of plate control window, DMSO zero;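 active means GFP/RFP ratio change of at least 30% with cell ATP level not reduced by more than half and red fluorescence within 50% of control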; further: strong numbers were not always called active
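Assay system: RFP-PRO-GFP reporter HT1080 cells; read-out basis: GFP/RFP fluorescence ratio; benchmarks: DMSO wells and RFP-L50D-GFP cells; doses: 20 µM single dose, 1% DMSO; schedule: overnight cell settling, then overnight compound exposure, 37 °C, 5% CO2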
STEP block: STEP phosphatase inhibitors, primary screen, biochemical, fluorescence intensity, uHTS. AID 588621, 2011. inhibition, % at 20 µM. actives 0.25% (n = 360,000). recombinant STEP, OMFP fluorogenic substrate. Tyrosine-protein phosphatase non-receptor type 5 (Homo sapiens), P54829;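 active means inhibition at 20 µM, scaled per plate between control wells, above about 37%, limit read from the data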;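 further: 0% = DMSO with enzyme and substrate and 100% = substrate only without enzyme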
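Assay system: isolated STEP enzyme. Buffer or medium: pH 6.0 Bis-Tris with DTT and Tween 20. Also added: fluorogenic phosphatase substrate OMFP at 25 µM final. Dosing: 20 µM, 1% DMSO. Timing: 20 min reaction, room temperature, in the dark. Measured by: fluorescence intensity, excitation 480 nm, emission 540 nm. Evaluation: normalized % inhibition.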
SKN-1 block: suppressors of acrylamide-induced Pgst-4::GFP reporter in worms, primary screen, SKN-1 inhibitor project, whole organism, uHTS, GFP/RFP fluorescence ratio, strain VP596; C. elegans VP596 Pgst-4::GFP/RFP ratio, 24 h; inhibition, % at 21.8 µM; actives 0.49% (n = 360,000); AID 624304, 2012;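 active means interference check ratio from 0.5 to 1.5 plus GFP to RFP signal ratio inhibition reaching or exceeding a fixed threshold, cut at about 30% in these data, passing the limit was not always enough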; further: some compounds called inactive have numbers as strong as hits
DNMT1 inh: human DNMT1 methyltransferase inhibitors, primary screen, biochemical, molecular beacon, fluorescence, HinP1I cleavage, uHTS. actives 0.83% (n = 360,000). inhibition (reported as % activation of signal), % at 10 µM. AID 588458, 2011; in the data active means inhibition above about 50%
Rpn11 inh: Rpn11 (PSMD14) deubiquitinase inhibitors, primary screen, biochemical, fluorescence polarization, uHTS. 26S proteasome non-ATPase regulatory subunit 14 (Homo sapiens), O00487. human 26S proteasome, Ub4-pepOG fluorescence polarization; 20S core pre-blocked with epoxomicin. calls only at 20 µM. actives 0.59% (n = 360,000). AID 588493, 2011;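 active means inhibition at 20 µM, scaled to each plate's controls, above about 33%, limit read from the data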
Target sequence (O00487 whole entry, looked up): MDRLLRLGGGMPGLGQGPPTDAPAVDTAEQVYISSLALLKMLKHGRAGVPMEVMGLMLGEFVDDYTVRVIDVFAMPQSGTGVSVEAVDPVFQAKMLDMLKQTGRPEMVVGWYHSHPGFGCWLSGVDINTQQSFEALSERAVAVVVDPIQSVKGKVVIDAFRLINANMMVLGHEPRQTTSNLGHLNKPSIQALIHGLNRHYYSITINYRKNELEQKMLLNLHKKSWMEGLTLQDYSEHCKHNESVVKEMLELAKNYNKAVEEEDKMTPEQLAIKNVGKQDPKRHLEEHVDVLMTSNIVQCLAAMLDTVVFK
NadD inh: inhibitors of S. aureus NadD, primary screen, biochemical, colorimetric, uHTS | Nicotinate-nucleotide adenylyltransferase NadD (Staphylococcus aureus N315) | purified NadD enzyme, colorimetric absorbance read-out | inhibition, % at 20 µM | actives 0.78% (n = 360,000); in the data active means inhibition above about 26%; further: some compounds past the cut are filed as inactive
NRP1-CendR mod: modulators of CendR peptide binding to NRP-1, primary screen, biochemical, fluorescence polarization, uHTS | Neuropilin-1 (Homo sapiens), O14786 | FAM-RPARPAR peptide binding to NRP-1 | inhibition, % at 25 µM | actives 0.85% (n = 360,000) | AID 602438, 2012;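 active means inhibition or corrected inhibition above about 18%, plus a signal ratio from 0.5 to 1.5, limit read from the data, passing the limit was not always enough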; further: strong numbers were not always called active
LMPTP block: LMPTP phosphatase inhibitors, primary screen, biochemical, fluorescence intensity, uHTS. Low molecular weight phosphotyrosine protein phosphatase (Homo sapiens), P24666. recombinant LMPTP-A, OMFP fluorogenic substrate. inhibition, % at 20 µM. actives 0.22% (n = 360,000). AID 651560, 2012;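 active means compounds that cut the enzyme signal by at least half of the control window in the single-dose screen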;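 further: plate controls were DMSO wells with enzyme plus substrate for no effect and substrate without enzyme for full effect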
Target sequence (P24666 whole entry, looked up): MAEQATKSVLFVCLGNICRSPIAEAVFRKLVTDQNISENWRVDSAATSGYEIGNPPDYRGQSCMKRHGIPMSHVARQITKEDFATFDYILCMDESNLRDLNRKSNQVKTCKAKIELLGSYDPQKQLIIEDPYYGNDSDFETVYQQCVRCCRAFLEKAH
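Test system: LMPTP-A phosphatase enzyme. Amount: LMPTP-A at 0.625 nM final in the reaction. Reagent: OMFP substrate, 400 µM final. Times: 50 min at room temperature. Signal: endpoint fluorescence intensity from OMFP dephosphorylation. Read-out basis: % inhibition. Benchmarks: no-enzyme and uninhibited controls.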
SUMO1-SIM PPI: modulators of SUMO1 protein-protein interactions, primary screen, biochemical, uHTS; actives 0.33% (n = 360,000); AID 602429, 2012; Small ubiquitin-related modifier 1 (Homo sapiens), P63165; SUMO1 binding to a labelled peptide, TR-FRET, 1 h; inhibition, % at 20 µM; in the data active means inhibition above about 37%
Target sequence (P63165 whole entry, looked up): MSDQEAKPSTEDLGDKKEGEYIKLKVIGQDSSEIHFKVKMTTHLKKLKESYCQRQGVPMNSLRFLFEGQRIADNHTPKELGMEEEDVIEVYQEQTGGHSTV
Scp-1 inhibitor: Scp-1 phosphatase inhibitors, primary screen, biochemical, colorimetric, uHTS. Carboxy-terminal domain RNA polymerase II polypeptide A small phosphatase 1 (Homo …. Recombinant Scp1, phosphopeptide, malachite green phosphate absorbance. inhibition, % at 20 µM. actives 0.88% (n = 340,000). AID 493091, 2011;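 active means inhibition above about 50% at 20 µM, limit read from the data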;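 further: plate controls were DMSO wells with enzyme for no effect and wells lacking enzyme for full effect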
Target sequence (Q9GZU7 76-261 limits assumed): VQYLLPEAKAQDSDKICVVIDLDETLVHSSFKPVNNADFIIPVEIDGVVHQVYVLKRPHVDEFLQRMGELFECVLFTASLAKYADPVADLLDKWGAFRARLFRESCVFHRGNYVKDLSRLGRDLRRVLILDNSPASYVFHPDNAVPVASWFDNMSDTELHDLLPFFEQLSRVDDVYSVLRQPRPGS
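assay system = SCP-1 phosphatase catalytic domain, residues 76-261 | buffer or medium = 50 mM Tris acetate pH 5.5, 0.005% Tween-20, 10 mM MgCl2 | incubation = enzyme reaction 45 min at room temperature, colour 5 min, stabilisation 30 min | signal = Phosphate-binding colour reagent, absorbance read at 630 nm | measure = % inhibition at 20 µM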
An asterisk follows results filed as active; i = inactive; x = no result given.

canonical_smiles | MT1-MMP act inh | STEP block | SKN-1 block | DNMT1 inh | Rpn11 inh | NadD inh | NRP1-CendR mod | LMPTP block | SUMO1-SIM PPI | Scp-1 inhibitor
CCN(CC)C(=O)CSc1nnc(-c2ccco2)n1N | 2 | 2 | 23 | -1 | i | 3 | 2 | -2.8 | 2 | -2
CC(Sc1n[nH]c(=O)n1Cc1ccccc1)C(=O)NCC1CCCO1 (stereo not drawn) | 4 | 0 | 0 | 1 | i | -5 | -6 | -0.8 | 2 | -1
O=C(/C(=N\Nc1ccc([N+](=O)[O-])cc1)Sc1nnnn1-c1ccccc1)c1ccccc1 | -1 | -1 | 15 | -6 | i | 20 | 16 | 0.2 | -2 | 1
CCc1[nH]nc(C(=O)N2CCCC(CNS(=O)(=O)c3cccs3)C2)c1C (stereo not drawn) | -4 | 2 | -3 | -4 | i | -1 | 4 | -0.9 | -2 | -3
Cc1cccc(OCCCCCN2CCOCC2)c1 | -1 | 1 | 25 | 2 | i | 1 | 3 | -0.4 | 1 | -2
COc1cc2c3nnc(-c4ccc(F)cc4)c-3cn(Cc3ccccc3)c2cc1OC | -90 | 9 | -31 | -3 | i | 9 | 143 | 18 | -10 | 3
CC(=NNS(=O)(=O)c1ccc([N+](=O)[O-])cc1)c1ccc(C)cc1 | -6 | -2 | 2 | 3 | i | -2 | -2 | 0.4 | -30 | -15
CCC1=Nc2cc(C(=O)NCCCN3CCN(C)CC3)ccc2Sc2ccccc21 | -1 | 0 | 4 | -3 | i | -9 | 8 | -7.8 | -10 | -7
Cc1cc(C(N)=O)c2ccccc2n1 | 1 | 2 | 0 | 2 | i | 0 | -8 | 0.0 | -8 | -6
O=S(=O)(CCN1CCN(c2ccccn2)CC1)c1ccc(F)cc1 | 1 | -2 | 17 | 1 | i | 7 | 5 | -2.5 | -4 | -4
CCOC(=O)c1ccc(NC(=O)Cn2nnc(-c3ccccc3C)n2)cc1 | -2 | -10 | -6 | -12 | i | -9 | 7 | 3.3 | 4 | -12
COc1ccc(CCNC(=O)C(=O)c2c(C)[nH]c3ccccc23)cc1 | -2 | -2 | 31 | 1 | i | -4 | -2 | -0.4 | 1 | -11

Pulled by compound from the entries so far:
canonical_smiles | MT1-MMP act inh | STEP block | SKN-1 block | DNMT1 inh | Rpn11 inh | NadD inh | NRP1-CendR mod | LMPTP block | SUMO1-SIM PPI | Scp-1 inhibitor
O=C(/C(=N\Nc1ccc([N+](=O)[O-])cc1)Sc1nnnn1-c1ccccc1)c1ccccc1 | -1 | -1 | 15 | -6 | i | 20 | 16 | 0.2 | -2 | 1
CCOC(=O)c1ccc(NC(=O)Cn2nnc(-c3ccccc3C)n2)cc1 | -2 | -10 | -6 | -12 | i | -9 | 7 | 3.3 | 4 | -12

Next compounds follow.
canonical_smiles | MT1-MMP act inh | STEP block | SKN-1 block | DNMT1 inh | Rpn11 inh | NadD inh | NRP1-CendR mod | LMPTP block | SUMO1-SIM PPI | Scp-1 inhibitor
CC(C)NC(=O)c1nn(C)c2ccccc12 | 2 | 0 | -1 | 3 | i | -3 | -4 | -0.2 | 0 | -4
COc1ccc(/C=N/NC(=O)C2C3CCCCC32)cc1OC (stereo not drawn) | 0 | -2 | 7 | -3 | i | 2 | 0 | 1.0 | -7 | -11
O=C(C[n+]1cc(-c2ccc(Cl)cc2)n2c1CCC2)Nc1nc(-c2ccc(F)cc2)cs1 | 0 | -4 | -12 | 2 | i | -2 | -3 | -1.3 | 3 | 17
Cc1ccc(NC(=O)C2CC(=O)N(C(C)C)C2)cc1Cl (stereo not drawn) | 6 | -6 | -3 | 3 | i | -1 | -3 | -0.9 | -2 | -10
O=C(O)CSCC(=O)Nc1ccccc1 | 5 | -2 | -10 | 0 | i | -2 | 6 | 1.9 | -4 | -4
CCN(C(=O)c1ccc(N2CC3CC(C2)c2cccc(=O)n2C3)c(NC(=O)c2ccncc2)c1)c1cccc(C)c1 (stereo not drawn) | 1 | 0 | -10 | 1 | i | 0 | -4 | -1.3 | 9 | 1
O=C(NCc1ccccc1)c1nncc(-c2ccccc2)n1 | 3 | -1 | -7 | 1 | i | -3 | 20 | -2.7 | -31 | -6
COc1ccc(C(=O)NNC(=O)Cc2ccc([N+](=O)[O-])cc2)cc1 | 0 | -2 | 6 | 1 | i | -5 | -3 | -0.6 | -20 | -6
Fc1ccc(N2Cc3ccsc3C=N2)cc1 | 4 | 4 | 4 | -9 | i | -4 | 5 | -0.4 | -13 | -6
O=C(C1=C[C@H](c2ccc(C(F)(F)F)cc2)C[C@H](OCCCCO)O1)N1CCOCC1 | -1 | 1 | -4 | 2 | i | -2 | -1 | -0.9 | -2 | -5
COc1ccc(CNC(=O)COC(=O)c2n[nH]c3ccccc23)cc1 | 0 | -5 | 0 | -6 | i | 3 | -5 | 0.8 | 14 | -3
CC(C)Oc1ccc(S(=O)(=O)N2CCOCC2)cc1NC(=O)CSc1nnc(C2CC2)n1C | -3 | -2 | 27 | 1 | i | 0 | -7 | -1.0 | 1 | x

Next section.
canonical_smiles | MT1-MMP act inh | STEP block | SKN-1 block | DNMT1 inh | Rpn11 inh | NadD inh | NRP1-CendR mod | LMPTP block | SUMO1-SIM PPI | Scp-1 inhibitor
O=C1c2ccncc2C(=O)N1c1cccc(Cl)c1 | 0 | 1 | 9 | 2 | i | 13 | 2 | -1.3 | -3 | -7
C=C(C)c1cccc(C(C)(C)NC(=O)NCC2CCCO2)c1 (stereo not drawn) | 4 | -5 | -17 | -18 | i | -6 | 17 | -1.0 | 1 | -5
Cc1ccc(NC(=O)CSCC#N)cc1 | -1 | 1 | 7 | 3 | i | -5 | -7 | -2.1 | 2 | -3
CC(NC(=O)C1CCN(S(=O)(=O)c2cc([N+](=O)[O-])ccc2Cl)CC1)c1ccccc1 (stereo not drawn) | -2 | -1 | -3 | -1 | i | -5 | 0 | 0.8 | -18 | -10
COC(=O)C1=C(C)NC2=C(C(=O)CC(C)(C)C2)C1c1cn(Cc2ccc(Br)cc2)nc1-c1ccccc1 (stereo not drawn) | -12 | 1 | -1 | -12 | i | 28 | -2 | 4.2 | -1 | 6
COc1ccc(CNC(=O)N2[C@H]3CC[C@@H]2C=C(c2ccc(F)cc2OCc2ccccc2)C3)cc1OC | 9 | 3 | -2 | -15 | i | 2 | 4 | 9.7 | 2 | x
COC(=O)C1CCN(C(=O)COC(=O)c2ccc(N3CCCC3=O)cc2)CC1 | -2 | -1 | -2 | 0 | i | 3 | -12 | -1.2 | 6 | -6
C=CCn1c(SCC(=O)Nc2nccs2)nnc1-c1ccco1 | 1 | 0 | 10 | 3 | i | -3 | 8 | -0.9 | 2 | 1
CCC(C)[C@H](NC(=O)N1CCCCC1)C(=O)OC (stereo partly drawn) | -5 | -2 | -4 | -1 | i | -1 | 10 | 0.7 | -1 | -7
NC(=O)C1CCN(c2cc(N3CCOCC3)ccc2[N+](=O)[O-])CC1 | 2 | 2 | -4 | 10 | i | 2 | -1 | 1.4 | -29 | 7
FC(F)(F)Oc1ccccc1C(c1nnnn1Cc1ccccc1)N1CCN(C/C=C/c2ccccc2)CC1 (stereo not drawn) | -14 | 2 | 9 | -6 | i | -3 | -1 | 3.2 | -1 | x
COc1ccc(C(O)c2ncc(C(F)(F)F)cc2Cl)cc1 (stereo not drawn) | -1 | -2 | 5 | 2 | i | -4 | 11 | 1.8 | 0 | -10

More results follow:
canonical_smiles | MT1-MMP act inh | STEP block | SKN-1 block | DNMT1 inh | Rpn11 inh | NadD inh | NRP1-CendR mod | LMPTP block | SUMO1-SIM PPI | Scp-1 inhibitor
COc1ccc(NC(=O)CSC(C)c2nc3ccccc3c(=O)[nH]2)cc1 (stereo not drawn) | -3 | 5 | 1 | 2 | i | -5 | 16 | -0.4 | 2 | -7
COc1ccc(Cc2nc3ccc(C(=O)N4CCCC4)cc3o2)cc1 | 3 | 1 | 4 | 0 | i | -1 | -4 | -0.5 | 1 | 7
Cc1ccccc1C(=O)NC1CCN(CC(=O)N2CCCCC2C)CC1 (stereo not drawn) | 2 | 3 | 1 | 2 | i | -10 | 8 | -1.2 | 4 | -14
CCCCn1c(=S)[nH]c2c(=O)n(C)c(=O)n(C)c21 | 3 | 2 | 7 | 3 | i | 0 | 2 | -2.5 | 5 | x
COC(=O)c1sccc1NC(=O)c1csc(C)c1 | -9 | 5 | 10 | -2 | i | -16 | -6 | 1.3 | 2 | -4
O=c1cc(NC2CCCCCC2)[nH]c(=O)[nH]1 | 6 | -3 | 13 | -10 | i | 6 | -5 | -1.9 | 2 | -9
Cc1ccc(S(=O)(=O)Nc2ccc3c(c2)nc(CCN2CCN(c4ccccn4)CC2)n3C)cc1 | 4 | -4 | 17 | -3 | i | 4 | -1 | 9.6 | -1 | -6
CN(CC(=O)Nc1ccc(Cl)c(Cl)c1)CC(=O)Nc1ccc2c(c1)OCO2 | -2 | 3 | -8 | -22 | i | -2 | 5 | 1.4 | 15 | -8
CCCCOc1ccc(C(=O)NCC(=O)NCC(=O)OCC)cc1 | -1 | 0 | -7 | -1 | i | 4 | 9 | -0.6 | -4 | 5
Cc1ccc(-n2nnnc2-c2ccco2)cc1 | 8 | -1 | -11 | -1 | i | -8 | -7 | -0.7 | 2 | 3
O=C(N/N=C/C=C\c1ccc([N+](=O)[O-])cc1)c1cccnc1 | 2 | 12 | -4 | 11 | i | 4 | -4 | 3.8 | -20 | 12
CCOc1ccccc1-c1cc(C(=O)N/N=C/c2cccnc2)c2ccccc2n1 | 0 | 0 | -3 | -3 | i | -2 | 1 | 0.5 | -5 | -6
CCOc1ccc(C(C)=O)cc1COC(=O)C1=COCCO1 | 3 | 0 | 6 | -9 | i | 1 | 13 | 0.7 | -2 | 3
CSc1ccc(/C=N/NC(=O)c2ccc3nc[nH]c3c2)cc1 | -3 | 3 | 16 | 2 | i | -9 | 6 | -0.3 | -15 | x
